# FEN1 inh = qHTS Assay for the Inhibitors of Human Flap endonuclease 1 (FEN1); P39748; Recombinant FEN1 flap cleavage, fluorescence, 15 min; Potency, µM (doses to about 114 µM), for the others: at the top dose activity change, negative = inhibition, hits mostly inhibitors; hit rate 0.35% among 390,000; further: nearly all actives have a fitted effect of over 65% in size
# Target sequence (P39748 whole entry, looked up): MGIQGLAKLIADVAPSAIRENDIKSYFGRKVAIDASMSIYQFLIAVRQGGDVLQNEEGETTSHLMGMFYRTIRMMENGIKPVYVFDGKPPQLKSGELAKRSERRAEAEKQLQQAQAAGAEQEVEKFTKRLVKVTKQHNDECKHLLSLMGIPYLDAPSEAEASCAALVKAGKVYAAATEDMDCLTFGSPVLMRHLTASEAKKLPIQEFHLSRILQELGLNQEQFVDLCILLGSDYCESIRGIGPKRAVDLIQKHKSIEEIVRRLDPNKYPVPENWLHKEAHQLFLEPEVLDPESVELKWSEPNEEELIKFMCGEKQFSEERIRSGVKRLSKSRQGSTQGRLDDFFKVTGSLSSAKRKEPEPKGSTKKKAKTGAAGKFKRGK
#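 Recombinant FEN1 (10 nM) was preincubated with pin-transferred compounds for 15 min at room temperature, then flap DNA substrate (50 nM final) was added. Plates were read at 0 and 15 min, and normalized concentration–response data were fitted to a four-parameter Hill equation.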
# N370S GC mod = qHTS Assay for Inhibitors and Activators of N370S glucocerebrosidase as a Potential Chaperone Treatment of Gaucher Disease. Lysosomal acid glucosylceramidase (Homo sapiens), P04062. hit rate 0.092% among 330,000. AID 2101, 2009. N370S GC spleen homogenate, 4MU-glucoside fluorescence. Potency, µM (highest dose often 59.4 µM), for the others: top-dose activity change, negative = inhibition, hits mostly inhibitors;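 further: 0% = full enzyme activity and -100% = no enzyme basal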
# TDP1 block = qHTS Assay for Inhibitors of Tyrosyl-DNA Phosphodiesterase (TDP1). AID 485290, 2010. recombinant TDP1, AlphaScreen DNA substrate cleavage. Tyrosyl-DNA phosphodiesterase 1 (Homo sapiens), Q9NUW8. hit rate 0.28% among 350,000. Potency, µM (highest dose often 130 µM), for inactives: at the highest dose activity change, negative = inhibition, most hits filed as inhibitors; further: nearly all actives have a fitted effect of over 40% in size
# Target sequence (Q9NUW8 whole entry, looked up): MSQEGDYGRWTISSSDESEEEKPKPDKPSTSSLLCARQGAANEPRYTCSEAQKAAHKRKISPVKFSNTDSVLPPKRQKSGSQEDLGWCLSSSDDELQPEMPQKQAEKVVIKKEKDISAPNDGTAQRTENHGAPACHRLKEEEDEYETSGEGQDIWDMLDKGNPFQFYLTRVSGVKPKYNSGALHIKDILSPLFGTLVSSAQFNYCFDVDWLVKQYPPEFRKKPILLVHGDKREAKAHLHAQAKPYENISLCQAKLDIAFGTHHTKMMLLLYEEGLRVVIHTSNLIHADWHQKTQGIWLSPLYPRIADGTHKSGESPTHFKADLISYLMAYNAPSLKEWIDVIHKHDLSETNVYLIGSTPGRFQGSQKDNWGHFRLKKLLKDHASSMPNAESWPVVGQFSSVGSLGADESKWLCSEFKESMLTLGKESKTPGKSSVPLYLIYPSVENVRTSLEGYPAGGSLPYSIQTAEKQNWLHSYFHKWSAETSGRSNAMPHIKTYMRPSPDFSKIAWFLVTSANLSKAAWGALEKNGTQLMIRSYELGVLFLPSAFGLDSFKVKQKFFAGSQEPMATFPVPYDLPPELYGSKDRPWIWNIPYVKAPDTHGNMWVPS
#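 Recombinant human Tdp1 (E. coli-expressed, 1 nM final) preincubated with compounds 15 min at room temperature, then 5'-biotin/3'-phosphotyrosine-FITC DNA substrate (15 nM final) added for 5 min. AlphaScreen beads (10 ug/ml final) added 10 min; cleavage lowers signal.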
# An asterisk follows results filed as active; ? = inconclusive; / = not tested or not shown; [ ] = another dose, or the depositor's remark. The call rests on the fitted dose curve; in most records, active means well fitted curve in the direction sought with a large enough effect; inconclusive means small, poorly fitted or top-dose-only effect, or another doubt; inactive means no such curve, though single readings can be large; an effect the other way counts as inactive or inconclusive. Unless noted, on the % scale 0 is the no-effect control and ±100 the full control effect; potency means the concentration at half of the fitted maximal effect.
SMILES,FEN1 inh,N370S GC mod,TDP1 block
Cc1ccccc1NS(=O)(=O)c1ccc(OCC(=O)NCc2ccco2)cc1,-6%,2%,3%
CCn1c(=O)c2c(nc(SCC(=O)NC3CCCC3)n2C)n(C)c1=O,-6%,-16%,3%
CCOC(=O)c1cc2c(=O)n3ccccc3nc2n(CCCOC)c1=NC(=O)c1cc2ccccc2o1,-5%,/,9%
CCN(CC)C(=O)CSc1nnc([C@@H](N)C(C)C)o1,3%,6%,-1%
CSc1ccccc1OCc1cc(C(=O)NCc2ccc(C)s2)no1,1%,-5%,4%[56.1 µM]
COc1ccc2c(c1)Cc1sc(NC(=O)c3cccc(C)c3)nc1-2,?,/,7%
COc1ccc(NC(C)C(=O)N2CCN(Cc3ccccc3)CC2)cc1 (configuration not stated),33%,0%,6%
COCC(C)(C)COS(N)(=O)=O,-9%,5%,/
CC1CCCCN1C(=O)Cn1nnc(-c2cccnc2)n1 (configuration not stated),-3%,-2%,5%
COCCNC(=O)c1ccc(N2CC3CC(C2)c2cccc(=O)n2C3)c(NC(=O)c2ccc(F)cc2)c1 (configuration not stated),4%,0%,1%
CSc1ccccc1NC(=O)CN(C)CC(=O)Nc1ccccc1F,1%,4%,-5%
CNC(=S)N(CCc1c(C)[nH]c2ccc(F)cc12)Cc1cccnc1,-13%,?,/
CCCCN1C(=S)NC[C@@H]1Cc1cccc2ccccc12,-13%,13%,6%
O=C(CSc1nc2sc3c(c2c(=O)[nH]1)CCCC3)Nc1ccccc1F,-6%,/,-2%
Cc1ccc(-c2nnn(CC(=O)O)n2)cc1,-3%,26%,9%
Cc1ccc(C)c(NCC(=O)NNC(=S)Nc2ccccc2)c1,-7%,-7%,8%
C=CCC(CC=C)(CNC(=O)C(=O)Nc1ccc(C)cc1)c1ccccc1,14%,/,-5%
O=c1c2cc(Cl)ccc2[nH]c(=S)n1Cc1ccco1,-3%,11%,8%
O=C(NCCCN1CCN(c2ccccc2)CC1)C1CCCN(c2ncnc3c2nc2n3CCCCC2)C1 (configuration not stated),-14%,-4%,6%
O=C(OCCCOc1ccc(F)cc1)c1ccc(O)cc1O,-14%,9%,-3%
Cc1cc(Cl)c2ccc(Cl)cc2n1,4%,1%,5%
CCOCCCNC(=O)C1CCN(c2cc(C)nc3c(-c4ccc(Cl)cc4)c(C)nn23)CC1,-7%,/,2%
O=C(Nc1nnc(-c2cccs2)s1)C1CC1,-4%,-3%,-2%
O=S(=O)(Nc1ccc(-c2ccc(N3CCCCC3)nn2)cc1)c1ccc(OC(F)(F)F)cc1,-10%,/,3%
c1ccc(Cn2c[n+](Cc3ccccc3)c3ccccc32)cc1,-1%,-2%,4%
CC1CCCN(c2ncnc3c2nnn3C)C1 (configuration not stated),6%,/,0%
CCN(CC)S(=O)(=O)c1ccc(C(=O)NCCc2ccccn2)cc1,3%,-12%,0%
O=C(/C=C/C(=O)NCc1cccs1)NCc1cccs1,-6%,-4%,/
CCN(CC)CCCn1c(SCC(=O)Nc2cccc(F)c2)nnc1-c1ccoc1C,6%,?,4%
Cc1nonc1OCC(C)(COc1nonc1C)NC(=O)c1ccccc1,-6%,8%,4%[56.1 µM]
Cc1ccc(C)c(N(CC(=O)NC2CCCC2)C(=O)c2cc3cc4cc(C)ccc4nc3s2)c1,-11%,3%,-2%
CC1Cc2cc(S(=O)(=O)CCC(=O)Nc3ccc(OC(F)(F)F)cc3)ccc2N1C(=O)C1CC1 (configuration not stated),-3%,/,-8%
Cn1c(SCc2ccccc2Cl)nc2c([nH]c3ccccc32)c1=O,-4%,/,5%
Cc1ccc(C2CC(=O)Nc3sc(C(N)=O)c(N)c32)cc1 (configuration not stated),3%,6%,5%
CCS(=O)(=O)N1CCCC(c2nc(-c3cccc(OC)c3)no2)C1 (configuration not stated),-17%,0%,2%
COc1ccc(-c2nc(SCC(=O)Nc3cc(C)on3)n[nH]2)cc1,-10%,0%,1%
Cc1ccc(S(=O)(=O)N2CCC3(CC2)OCCO3)cc1,-11%,-1%,3%[56.1 µM]
COc1ccc2c(c1OC)C(=O)c1ccccc1C2=O,/,1%,2%
COc1ccc(CN2CCN(CCc3ccccc3)C(CCO)C2)c(Cl)c1OC (configuration not stated),16%,0%,/
O=C(CSc1nc2ccccc2c2nc(-c3ccccc3)nn12)Nc1ccc(F)cc1,2%,/,9%
COc1ccccc1S(=O)(=O)Cc1ccc(C(=O)N2CCN(c3ccccn3)CC2)o1,-17%,2%,8%
CCn1ccnc1CN1CCCC(CO)(Cc2cccc(OC)c2)C1 (configuration not stated),4%,12%,3%
CCOC(=O)CSc1nnc(Cn2nnc(-c3ccccc3)n2)n1C,7%,8%,7%
COc1cc(-c2nc(C)c(C(C)=O)n2O)ccc1OCC(=O)Nc1ccc(Cl)cc1,4%,-9%,5%
COc1ccccc1C1CC(=O)Oc2cc(C)cc(C)c21 (configuration not stated),0%,0%[89.1 µM],0%[56.1 µM]
Cc1cccc(C(=O)Oc2ccccc2C2C[C@]3(C)CC(=O)NC3N2C(=O)c2cccc(C)c2)c1 (some centres not stated),-10%,-19%,4%
CCCNc1nc2c(c(=O)[nH]c(=O)n2C)n1Cc1cccc(Br)c1,12%,4%[2.35 µM],-1%
Cc1ccc(NC2=C/C(=N/S(=O)(=O)c3cccs3)c3ccccc3C2=O)cc1,0%,-13%,5%
COc1cccc(C(=O)Nc2ccc3nc(SCC(=O)N4CCc5ccccc54)sc3c2)c1,-4%,/,2%
CCN(Cc1cc(=O)n2cc(Cl)c(C)c(Cl)c2n1)Cc1nc2ccccc2c(=O)[nH]1,-1%,7%,8%
O=C(Nc1ccc(Cl)cc1)N(CCCN1CCOCC1)Cc1cccs1,-1%,?,2%
O=C1N(Cc2ccc3c(c2)OCO3)c2ccccc2C1(O)c1c[nH]c2ccccc12 (configuration not stated),11%,-5%,9%
O=C(NCCc1ccccc1)c1ccc(OCCOc2ccccc2)cc1,-14%,2%,5%
CN(Cc1cccs1)C(=O)c1ccc(S(=O)(=O)N2CCCCC2)cc1,-3%,0%,8%
CC(=O)N1CCN(c2ccccc2NC(=O)c2cc(Br)ccc2Cl)CC1,15%,1%,2%
CC(C)NC(=O)c1sc2c(c1C(=O)Nc1cccnc1)CCCC2,-1%,?,0%
COc1ccc(-n2c(=O)c3ccccc3n(Cc3ccccc3C)c2=O)c(OC)c1,-23%,/,6%
Cc1ccc(/C=N/NC(=O)c2nnn(-c3nonc3N)c2CSc2ccccc2)cc1,-10%,-2%,/
O=C(OC1CCOC1=O)c1cncc(Br)c1 (configuration not stated),-3%,-7%,-2%
Cc1c(-c2ccccc2)sc(Br)c1C(=O)N1CCOCC1,-7%,6%,-1%

# Next records:
SMILES,FEN1 inh,N370S GC mod,TDP1 block
COc1cc(NC(=O)C23CC4CC(C2)CC(n2cnc([N+](=O)[O-])n2)(C4)C3)cc(OC)c1,12%,-7%,3%
COc1cc(NC(=O)c2nn(-c3ccc(F)cc3)c(=O)n(C)c2=O)cc(OC)c1OC,-9%,/,3%
CC(=O)N1CCc2cc(S(=O)(=O)CCC(=O)NCc3ccc4c(c3)OCO4)ccc21,-1%,12%,4%
O=C(COC(=O)c1ccc(C(F)(F)F)cc1)NC(=O)NC1CCCC1,-3%,/,1%
Cc1cccc(-n2c(SCC(=O)Nc3ccccc3Cl)nc3n[nH]c(C)c3c2=N)c1,-23%,/,6%
Cc1ccc(C(=O)CNc2cccc([N+](=O)[O-])c2)cc1,7%,1%,0%
CO/N=C(\C)CCN1CCCCc2nc(C)c(C)cc21,/,-2%[12.8 µM],6%[21 µM]
O=C(CCc1nc(-c2ccccc2F)no1)NCc1ccco1,-12%,-1%,7%
CN(CC(N)=O)S(=O)(=O)c1ccc(F)cc1,-1%,/,-5%
Cc1ccc(NC(=O)C2CCN(S(=O)(=O)c3ccc4c(c3)OCCO4)CC2)nc1,0%,18%,/
Cc1ccc2nc3c(cc(C(=O)NCCCn4ccnc4)n3C)c(=O)n2c1,-19%,?,-2%
Cc1ccc(CNC(=O)Cc2ccc(Br)cc2)cc1,-2%,2%,/
Cc1c(Cl)cccc1-n1ncc(C(=O)NCc2cccs2)c1C1CCN(C(=O)OC(C)(C)C)CC1,-19%,/,-1%
Cc1ccc(CSc2nnc(-c3ccccc3N)c(=O)[nH]2)cc1,1%,2%,9%
COCCCN(C(=S)NC(=O)C12CC3CC(CC(C3)C1)C2)c1c(N)n(Cc2ccccc2)c(=O)[nH]c1=O,-1%,-1%,1%
CCOC(=O)c1c(C)sc(-c2c(-c3ccccc3)[nH]c3[nH]c(=O)[nH]c(=O)c23)c1O,2%,/,-2%
COc1ccc2sc(N3C(=O)CC(Cc4cccc(C)c4)C3=O)nc2c1 (configuration not stated),-21%,-21%,4%
O=C(CC1C(=O)NCCN1C(=O)Nc1ccccc1)Nc1ccc2c(c1)OCO2 (configuration not stated),-5%,-1%,4%
O=C(CSc1ncccc1C(=O)O)NC1CCCCC1,3%,0%,2%
FC(F)(F)COc1cc(-c2nnc(SCc3ccccc3)n2Cc2ccco2)cc(OCC(F)(F)F)n1,-29%,27%,0%
CCOC(=O)c1ccccc1NC(=O)c1c(F)c(F)c(F)c(F)c1F,-18%,11%,?
Cc1ccc(S(=O)(=O)NC2=NCN(CC(=O)O)CN2)cc1,0%,-2%,0%
O=C(CN1C(=O)NC(c2ccccc2)(c2ccccc2)C1=O)NCc1ccccc1,14%,/,1%
Cc1ccc(C)c(NC(=O)Cc2coc3cc4c(cc23)CCC4)c1,1%,8%,0%
Cc1ccc2[nH]c3c(=O)n(CC(=O)Nc4ccccc4N4CCN(C)CC4)ncc3c2c1,-15%,-5%,2%
CC1CN(CCOCCSc2ccc(Cl)cc2)CC(C)O1 (configuration not stated),23%,1%,/
COc1cc(NC(=O)COC(C)=O)c(C)cc1[N+](=O)[O-],16%,-6%,5%
CCOC(=O)Cn1c(=O)n(CC2CCCO2)c2nc(-c3ccccc3)nc(C(N)=O)c21 (configuration not stated),17%,/,-2%
CCOC(=O)C1=C(C)Nc2nnnn2C1c1cccnc1 (configuration not stated),8%,2%,-1%
O=C(O)CSCc1cn2cc(Cl)ccc2n1,5%,20%,1%
Cc1cc(NC(=O)COC(=O)c2ccccc2NCCO)no1,13%,/,-4%
Cc1oc(-c2cccc(F)c2)nc1CN1CCCCC1CCc1ccccn1 (configuration not stated),18%,2%,-4%
CCN(CC(=O)NCc1cccs1)C(=O)/C=C/c1cccc(Br)c1,-5%,1%,0%
Cc1cccc(NC(=O)C2CCCC2)c1,-2%,17%,-2%
COc1ccc(Cl)c(Cn2c(NCC(C)O)nc3c2c(=O)n(C)c(=O)n3C)c1 (configuration not stated),-11%,12%,-2%
CCn1c(SCC(=O)c2ccc(NS(=O)(=O)c3ccccc3)cc2)nnc1-c1cccs1,4%,7%,-2%
COc1ccc(OC)c(CCNC(=O)CCn2ccc3cc(S(=O)(=O)N4CCCC4)ccc32)c1,-20%,3%,4%
Cn1c(Oc2ccccc2NCc2cccc(Br)c2)cc(=O)n(C)c1=O,-19%,-4%,0%
C=CCN(c1ccccc1)S(=O)(=O)c1cccc(C(=O)NCc2ccncc2)c1,4%,-8%,/
COc1cc(/C=N/NC(=O)c2ccc(O)cc2)ccc1OCC(=O)N1CC(C)OC(C)C1 (configuration not stated),7%,-13%,/
CCOC(=O)CSc1nnc(CCc2nc3ccccc3[nH]2)n1C,-1%,-1%,1%
C=CCOC(=O)N[C@H](/C(C(=O)OC)=C(\C)NCc1ccccc1)c1ccc(Br)cc1,/,2%,-4%
CC(=O)c1ccc(-n2c(CCC(=O)O)ccc2-c2ccccc2)cc1,-15%,-2%,/
